ANO1 block: mouse TMEM16A channel inhibition, primary screen; normalized B-score (activity score, 25-100; higher = stronger inhibition) at 10 µM; HEK293 TMEM16A/YFP iodide influx fluorescence, ionomycin; 1.2% of 310,000 active;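 active means ratio plate-corrected score three or more library SD toward inhibition, starting fluorescence score within five deviations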;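 further: score derived from kinetic fluorescence span divided by baseline fluorescence per well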
KCNK3 inh: human KCNK3 channel inhibition, primary screen | B-score at 10 µM | 0.84% of 340,000 active | CHO-KCNK3 thallium flux, FluxOR fluorescence; stronger effect = lower value | O14649;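 active means B-score under library mean minus 4 SD, starting fluorescence ratio at most library mean plus 5 SD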;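 further: more negative B-score means stronger inhibition of thallium flux through KCNK3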
SKKanGAS inh: inhibitors of SKKanGAS S. pyogenes growth in kanamycin (SK-promoter or general growth effect); BacTiter-Glo, 6 h; inhibition, % at 7.5 µM; 1.3% of 300,000 active; AID 1662;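 active means mean replicate score, as percent of positive control median, at least 50; inconclusive means mean below 50 but one replicate at or above 50; inactive means mean and every replicate below 50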;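 further: strain carries kanamycin resistance gene driven by streptokinase promoter and grows in 40 µg/ml kanamycin; loss of luminescence reflects streptokinase promoter inhibition or plain growth inhibition; 0% = median of DMSO wells and 100% = positive control at its reference dose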
KCNQ1 inh: inhibitors of human KCNQ1 potassium channel | 1.3% of 310,000 active | AID 2642 | B-score at 10 µM | CHO-K1 KCNQ1, FluxOR thallium flux fluorescence; stronger effect = higher value | P51787;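 active means compounds whose thallium flux B-score, printed positive for inhibition, exceeds three library SD while starting fluorescence stays within three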;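 further: channel opened by potassium depolarization with thallium stimulus after 20 min compound exposure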
Target sequence (P51787 whole entry, looked up): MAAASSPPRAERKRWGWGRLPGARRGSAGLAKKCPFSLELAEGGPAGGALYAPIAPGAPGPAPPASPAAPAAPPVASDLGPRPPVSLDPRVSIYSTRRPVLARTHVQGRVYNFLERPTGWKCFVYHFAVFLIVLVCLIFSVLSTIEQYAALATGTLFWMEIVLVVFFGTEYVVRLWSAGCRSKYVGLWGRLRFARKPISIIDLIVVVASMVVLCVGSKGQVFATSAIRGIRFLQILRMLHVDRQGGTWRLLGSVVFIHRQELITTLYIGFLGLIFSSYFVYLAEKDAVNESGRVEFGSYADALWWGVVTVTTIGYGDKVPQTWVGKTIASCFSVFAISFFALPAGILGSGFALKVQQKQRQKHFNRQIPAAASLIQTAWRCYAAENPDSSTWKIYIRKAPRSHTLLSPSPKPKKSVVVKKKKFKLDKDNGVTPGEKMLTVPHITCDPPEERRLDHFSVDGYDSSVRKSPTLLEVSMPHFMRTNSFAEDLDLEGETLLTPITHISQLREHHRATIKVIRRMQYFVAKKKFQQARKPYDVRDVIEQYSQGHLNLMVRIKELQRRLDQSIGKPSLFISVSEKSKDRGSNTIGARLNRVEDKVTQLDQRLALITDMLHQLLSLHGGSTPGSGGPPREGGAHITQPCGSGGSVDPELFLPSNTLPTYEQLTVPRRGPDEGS
TMEM16A act: activators or potentiators of mouse TMEM16A chloride channel; Q8BHY3; HEK293 TMEM16A/YFP-H148Q/I152L, iodide quench fluorescence; stronger effect = lower value; B-score at 10 µM; 0.3% of 340,000 active; AID 623877;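 active means fluorescence-ratio B-score plate-corrected deviation score at least 3 library SD below zero, with starting fluorescence score within 5 deviations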;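 further: channel opened by trigger with iodide after compound preincubation; score built on the fluorescence ratio of max minus min over baseline; more negative score means more quench and so TMEM16A activation or potentiation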
HDAC3 inh: human HDAC3 inhibition | O15379 | recombinant HDAC3, fluorogenic peptide/trypsin coupled, fluorescence | inhibition, % at 8.3 µM | 0.15% of 320,000 active; in the data active means inhibition above about 26%, passing the limit was not always enough; inconclusive means no clear call, values can overlap the other calls
KCNK9 block: inhibitors of human KCNK9 two-pore domain potassium channel; Q9NPC2; HEK293 KCNK9, FluxOR thallium flux fluorescence; stronger effect = lower value; B-score at 10 µM; 1.2% of 310,000 active; AID 488922;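 active means ratio B-score over 3 SD below the library mean, with starting fluorescence within 5 SD of its mean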;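 further: negative B-score means less thallium flux so channel inhibition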
Target sequence (Q9NPC2 whole entry, looked up, the tested form may be a part): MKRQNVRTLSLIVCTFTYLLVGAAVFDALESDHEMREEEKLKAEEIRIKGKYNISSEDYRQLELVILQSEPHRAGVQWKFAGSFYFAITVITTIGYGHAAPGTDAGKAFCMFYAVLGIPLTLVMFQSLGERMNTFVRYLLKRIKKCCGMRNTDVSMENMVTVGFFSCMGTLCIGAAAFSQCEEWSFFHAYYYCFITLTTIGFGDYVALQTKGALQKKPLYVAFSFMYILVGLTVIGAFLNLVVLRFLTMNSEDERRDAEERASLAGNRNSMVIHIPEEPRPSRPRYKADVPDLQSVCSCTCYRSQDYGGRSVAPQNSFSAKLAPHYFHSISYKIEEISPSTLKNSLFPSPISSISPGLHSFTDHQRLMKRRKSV
RGS4 inh: inhibitors of human RGS4 | P49798 | 0.45% of 310,000 active | AID 463165 | HEK293 M3R/RGS4 inducible, Fluo-4 calcium flux; stronger effect = higher value; triggered by carbachol at its EC20 | B-score at 10 µM;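 active means B-score, a plate-corrected calcium signal, over three deviations above library mean, with baseline fluorescence within five deviations of library mean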;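 further: RGS4 expression induced by doxycycline in cells with stable M3 receptor; B-score is computed from the integrated fluorescence ratio over baseline after carbachol; higher B-score means a larger calcium signal and so more RGS4 inhibition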
hERG rescue: shields human hERG channel from block by proarrhythmic agents; Q12809; CHO-hERG, FluxOR thallium flux, dofetilide IC70 present; activation (rescue from dofetilide block), less the hit threshold, % at 10 µM; 0.51% of 310,000 active; AID 1511;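 active means activation above the mean of controls blocked by dofetilide plus 5 SD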;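 further: thallium influx through hERG after potassium depolarization seen as dye fluorescence rise; in these data hits start at about 4.7%; inactives centre near -7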
RGS4 pot: RGS4 potentiation or activation; HEK293 M3R/inducible RGS4, carbachol calcium flux Fluo4; stronger effect = lower value; B-score at 10 µM; 0.92% of 310,000 active; AID 463111;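 active means B-score of the integrated calcium signal more than 4 SD below the library mean, with starting fluorescence not abnormally high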;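 further: negative B-score means reduced calcium response which marks RGS4 activation or potentiation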
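Assay system: Inducible-RGS4 HEK293 cells carrying M3 receptor | Schedule: Compound preincubation 20 min at room temperature before agonist | Signal: Kinetic calcium fluorescence imaging with Fluo4-AM dye, 2 µM | Read-out basis: B score from integrated fluorescence ratio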
KCNQ1 act: potentiators or activators of human KCNQ1 potassium channel. P51787. CHO-K1 KCNQ1, thallium flux FluxOR fluorescence; stronger effect = higher value. B-score at 10 µM. 0.35% of 310,000 active. AID 2648;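 active means fluorescence ratio B-score, a plate-corrected score, at least three library SD, with initial intensity B-score within 5 SD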
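Schedule – 37 °C overnight plating, 90-min dark dye load, 20-min compound pretreatment · System – stable KCNQ1 CHO-K1 line · Probe or stimulus – thallium- and potassium-containing depolarizing buffer · Measured by – kinetic FluxOR fluorescence, 10 s baseline plus 110 s post-stimulus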
* marks the source's active call; other numbers are inactive results; i = inactive; ? = inconclusive; . = no result given.

SMILES	RGS4 inh	SKKanGAS inh	HDAC3 inh	RGS4 pot	KCNK3 inh	KCNQ1 inh	ANO1 block	KCNK9 block	TMEM16A act	hERG rescue	KCNQ1 act
CCOC(=O)N1CCC(N2CC34C=CC(O3)C(C(=O)Nc3ccc(OCC)cc3)C4C2=O)CC1 (stereo not given)	i	-3	4	i	i	i	i	i	i	-5	i
CCCCOC(=O)c1cc(=O)[nH]c2ccc(C)cc12	i	.	-1	i	i	i	i	i	i	-6	i
N=c1sccn1CC(=O)Nc1ccc2c(c1)CCC2	i	1	2	i	i	i	i	i	i	-11	i
Cc1ccc(-n2ncc3c(=O)n(CC(N)=O)cnc32)cc1	i	-5	-2	i	i	i	i	i	i	-5	i
COc1cc(OC)c(OC)cc1CNCc1ccco1	i	0	-3	i	i	i	i	i	i	-3	i
COc1ccc(CN(CC(=O)NCc2ccccc2)C(=O)CCC(=O)Nc2ccccn2)cc1	i	-3	-7	i	i	i	i	i	i	-5	i
CCNc1nc(NC(C)C)nc(N(C#N)CCOc2ccc(Cl)cc2Cl)n1	i	20	?	i	-11*	i	i	-7.5*	i	-6	i
C/C(=N\OCC(=O)Nc1ccccc1C(=O)O)c1cccs1	i	8	12	i	i	i	i	i	i	-12	i
CCc1ccc(CNC(=O)C2CCN(S(=O)(=O)N3CCC4(CC3)OCCO4)CC2)cc1	i	16	-3	i	i	i	i	i	i	-6	i
O=C(c1ccccc1)c1ccccc1N/C=C/c1nnnn1-c1ccccc1	i	2	1	i	i	i	i	i	i	-15	i
O=C(O)CCCn1cc(NC(=O)COc2ccc(F)cc2)cn1	i	3	5	i	i	i	i	i	i	-2	i
COCCOC(=O)c1[nH]c2c(c1C)C(=O)CC(c1ccc(OC)c(OC)c1)C2 (stereo not given)	i	-15	0	i	i	i	i	i	i	-5	i
CC1CC(C)CN(S(=O)(=O)c2cc3c4c(c2)C(C)C(=O)N4CCC3)C1 (stereo not given)	i	0	-6	i	i	i	i	i	i	-7	i
O=C1C(Nc2ccccc2)=C2CCCC=C2N1c1ccccc1	i	5	-2	i	i	i	i	i	i	-18	i
CCN(CC)CCCNC(=O)Cn1ccc2ccccc2c1=O	i	2	-1	i	i	i	i	i	i	-14	i
CCOc1ccc(CC(=O)NNC(=S)Nc2ccc(OC)c(OC)c2)cc1	i	6	2	i	i	i	i	i	i	0	i
CC(=O)n1cc(C2C(=O)CC(C)(C)CC2=O)c2ccccc21	i	4	-4	i	i	i	i	i	i	-11	i
Cc1csc(N2CCCC2c2nc3cc(C(F)(F)F)ccc3n2CCOCCO)n1 (stereo not given)	i	2	1	i	i	i	i	i	i	-7	i
C/C(=N\NC(=O)Cn1cc([N+](=O)[O-])cn1)c1ccc(O)cc1	i	-7	-3	i	i	i	i	i	i	-6	i
O=C1CCC(C(=O)OCc2cc(=O)oc3ccc4ccccc4c23)=NN1	i	-1	-11	i	i	i	i	i	i	-12	i
CCOc1ccc(OCCC(=O)N(CCC2=CCCCC2)c2c(N)n(Cc3ccccc3)c(=O)[nH]c2=O)cc1	i	4	1	i	i	i	i	i	i	-14	i
COc1ccc(CCNC(=O)CC(=O)N/N=C/c2ccc(Br)cc2)cc1OC	i	5	1	i	i	i	i	i	i	3	i
CCOC(=O)c1sc2nc3n(c(=O)c2c1C)CCC(C)CC3 (stereo not given)	i	1	-1	i	i	i	i	i	i	-7	i
COc1ccc(-n2nc(C(=O)NCC(=O)Nc3cc(OC)c(OC)c(OC)c3)c3ccccc3c2=O)cc1Cl	i	20	0	i	i	i	i	i	i	-25	i
COc1ccc(NCC(=O)Nc2ccc(C#N)cc2)cc1Cl	i	6	5	i	i	i	i	i	i	-15	i
CCOC(=O)C(NC(C)=O)(N1CCOCC1)C(F)(F)F (stereo not given)	i	-4	4	i	.	i	i	i	.	-5	i
NC1=NS(=O)(=O)NC1c1cccc(F)c1 (stereo not given)	i	4	-2	i	i	i	i	i	i	-9	i
CN(c1ccc(C(=O)NCCC2=CCCCC2)cc1)S(C)(=O)=O	.	1	-1	.	i	.	i	.	i	.	.
Cc1cc(=O)n2nc(N3CCCC(C(=O)NCc4ccco4)C3)sc2n1 (stereo not given)	i	-2	3	i	i	i	i	i	i	1	i
Nc1nc2n(n1)C(c1ccccc1Cl)CC(c1ccc(F)cc1)N2 (stereo not given)	i	11	-2	i	i	i	i	i	i	-9	i

Retrieved one by one from the entries so far (3):
SMILES	RGS4 inh	SKKanGAS inh	HDAC3 inh	RGS4 pot	KCNK3 inh	KCNQ1 inh	ANO1 block	KCNK9 block	TMEM16A act	hERG rescue	KCNQ1 act
COc1ccc(NCC(=O)Nc2ccc(C#N)cc2)cc1Cl	i	6	5	i	i	i	i	i	i	-15	i
CCOc1ccc(OCCC(=O)N(CCC2=CCCCC2)c2c(N)n(Cc3ccccc3)c(=O)[nH]c2=O)cc1	i	4	1	i	i	i	i	i	i	-14	i
COc1ccc(CN(CC(=O)NCc2ccccc2)C(=O)CCC(=O)Nc2ccccn2)cc1	i	-3	-7	i	i	i	i	i	i	-5	i

Next structures.
SMILES	RGS4 inh	SKKanGAS inh	HDAC3 inh	RGS4 pot	KCNK3 inh	KCNQ1 inh	ANO1 block	KCNK9 block	TMEM16A act	hERG rescue	KCNQ1 act
CCc1ccc(/C=C2/C(=O)NC(=O)N2C(C)=O)cc1	i	8	.	i	i	i	i	i	i	-6	i
O=C(NCc1ccc2c(c1)OCO2)c1nn2cccnc2c1Cl	i	5	-3	i	i	i	i	i	i	-4	i
COc1ccc(/C=N/OCC(=O)N2CC3(C)CC2CC(C)(C)C3)cc1 (stereo not given)	i	-1	2	i	i	i	i	i	i	-4	i
O=C(NCc1ccccc1F)C(=O)NCC1CCCN1S(=O)(=O)c1ccccc1 (stereo not given)	i	-5	-2	i	i	i	i	i	i	-18	i
CCOC(=O)c1ccc(NS(=O)(=O)c2ccc(SC)cc2)cc1	i	17	8	i	i	i	i	i	i	-4	i
O=S(=O)(c1cccc(-c2nn3c(-c4ccncc4)nnc3s2)c1)N1CCOCC1	i	-1	.	i	.	i	.	i	.	-2	i
Cc1ccc(NC(=O)CN2CCC(C(N)=O)CC2)cc1[N+](=O)[O-]	i	5	3	i	i	i	i	i	i	-8	i
COc1ccc(NC2c3ccccc3C(=O)N2c2cccnc2)cc1Cl (stereo not given)	i	-5	-4	i	-10*	i	i	i	i	-14	i
COc1ccc(-c2ccc(-c3nnn(CC(C)=O)n3)cc2)cc1	i	13	2	i	i	i	i	i	i	-5	i
CCOc1ccc(-c2nnc(N3CCOCC3)c3ccccc23)cc1	i	-1	-12	i	i	i	i	i	i	-8	i
CC(=O)Nc1ccc(S(=O)(=O)NCC2CCC(C(=O)NCCC3=CCCCC3)CC2)cc1 (stereo not given)	i	-5	8	i	i	i	i	i	i	-7	i
N#Cc1nc(-c2ccc([N+](=O)[O-])cc2)oc1N1CCCCC1	i	-3	-2	i	i	i	i	i	i	-6	i
CSc1cccc(NC(=O)CC(C)n2ccnc2)c1 (stereo not given)	i	-2	-3	i	i	i	i	i	i	0	i
COc1cccc(-n2c(C)nnc2SCC#N)c1	i	1	-5	i	i	i	i	i	i	-5	i
Cn1c(=O)c2c(nc(Oc3ccccc3Br)n2C)n(C)c1=O	i	2	4	i	i	i	i	i	i	-9	i
CCCc1cc(C(=O)Cc2ccc(F)cc2)c(O)cc1O	i	35	11	i	-8.8*	i	100*	-10*	i	-25	i
COc1ccc(-n2nc(C(=O)NCC(=O)N3CCN(c4ccccc4OC)CC3)c3ccccc3c2=O)c(OC)c1	i	5	8	i	i	i	i	i	i	-8	i
CS(=O)(=O)N(Cc1ccccc1)c1ccc(C(=O)Nc2ccc3c(c2)OCO3)cc1	i	3	7	i	i	i	i	i	i	-7	i
COCCCNC(=O)c1ccc2c(c1)CCN2S(C)(=O)=O	i	5	0	i	i	i	i	i	i	-9	i
COc1ccc(C2=C(CC(=O)O)C(=O)CC2)cc1	i	7	-4	i	i	i	i	i	i	-7	i
CCCc1cc(=O)[nH]c(Nc2ccc(OC)c(Cl)c2)n1	i	.	1	i	i	i	i	i	i	-12	i
COc1ccc(S(=O)(=O)NC(C)C(=O)N2CCCC2)cc1Cl (stereo not given)	i	6	0	i	i	i	i	i	i	0	i
CC1CN(C(=O)CSc2cn(CC(=O)N3CCOCC3)c3ccccc23)CC(C)O1 (stereo not given)	i	0	4	i	i	i	i	i	i	-3	i
CCCN1C2CCCC1CC(NC(=O)C1CCCCC1)C2 (stereo not given)	i	1	3	i	i	i	i	i	i	-5	i
Cc1ccc(CNC(=O)c2cc(-c3ccccc3)nn2Cc2cc(C)no2)cc1	i	15	?	i	i	i	i	i	i	-6	i

Some of the entries so far, with values under each structure.
Each structure is followed by: RGS4 inh, SKKanGAS inh, HDAC3 inh, RGS4 pot, KCNK3 inh, KCNQ1 inh, ANO1 block, KCNK9 block, TMEM16A act, hERG rescue, KCNQ1 act
COc1cccc(-n2c(C)nnc2SCC#N)c1
  i, 1, -5, i, i, i, i, i, i, -5, i
COc1ccc(NC2c3ccccc3C(=O)N2c2cccnc2)cc1Cl (stereo not given)
  i, -5, -4, i, -10*, i, i, i, i, -14, i

Ordered by molecular weight (rising): some entries from above.
SMILES	RGS4 inh	SKKanGAS inh	HDAC3 inh	RGS4 pot	KCNK3 inh	KCNQ1 inh	ANO1 block	KCNK9 block	TMEM16A act	hERG rescue	KCNQ1 act
CCc1ccc(/C=C2/C(=O)NC(=O)N2C(C)=O)cc1	i	8	.	i	i	i	i	i	i	-6	i
COc1cccc(-n2c(C)nnc2SCC#N)c1	i	1	-5	i	i	i	i	i	i	-5	i
COc1ccc(/C=N/OCC(=O)N2CC3(C)CC2CC(C)(C)C3)cc1 (stereo not given)	i	-1	2	i	i	i	i	i	i	-4	i
